West Nile virus CPE: West Nile virus antiviral activity, cell-based, CPE readout (AID 1621) | West Nile virus-infected cells, CPE inhibition; higher % means a stronger effect | one-dose CPE inhibition, % at 10 µM; IC50 in µM for titrated hits | hit rate 0.02% among 290,000; in the data active means a potency from the dose series; inconclusive means CPE inhibition mostly from about 3.7% at the one dose, without a potency; inactive means the rest, 99 in 100 with CPE inhibition below about 2.2%; further: strong numbers were not always called active
WT yeast gro inh: growth inhibition of WT yeast, mitochondrial fusion screen; mitochondrial fusion phenotypic screen, WT strain; inhibition, % at 10 µM; hit rate 2.1% among 190,000; in the data active means inhibition above about 58%; tested in S. cerevisiae
Large T inhibition: SV40 large T antigen inhibitors, biochemical (AID 1903); SV40 large T antigen ATPase/helicase inhibition assay; higher % means a stronger effect; inhibition, % at 20 µM; hits with a dose series show IC50 in µM; hit rate 0.39% among 310,000; in the data active means a potency from the dose series; inconclusive means inhibition mostly from about 32% at the one dose, without a potency; inactive means the rest, 99 in 100 with inhibition below about 32%; further: strong numbers were not always called active
XIAP displacement: small molecules displacing peptide from XIAP – biochemical, IAP family, fluorescence polarization (AID 1018); XIAP BIR domain, fluorescence polarization peptide displacement; higher % means a stronger effect; displacement, % at 20 µM; hits with a dose series show IC50 in µM; hit rate 0.007% among 200,000; in the data active means displacement above about 50%; further: a part of the inactive calls stands beside numbers as strong as those of hits
RSV antiviral HEp-2: inhibition of RSV-induced cytopathic effect – HEp-2 cells, primary 10 µM value included (AID 2391) | HEp-2 cells, RSV-induced CPE inhibition; higher % means a stronger effect | CPE inhibition, % at 10 µM; hits with a dose series show IC50 in µM | hit rate 0.13% among 310,000; in the data active means a potency from the dose series; inconclusive means CPE inhibition mostly from about 23% at the one dose, without a potency; inactive means the rest, 99 in 100 with CPE inhibition below about 21%; further: strong numbers were not always called active
ER stress rescue: protection against thapsigargin-triggered cell killing – 384-well, CSM14.1, ATP luminescence, primary screen (AID 1222) | cellular ATP content (survival), % at 20 µM; hits with a dose series show EC50 in µM | 190,000 tested, under 10 active | CSM14.1 thapsigargin-induced death rescue, ATP luminescence; higher % means a stronger effect;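 active means EC50 below 50 µM in the dose-response confirmation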;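 further: death triggered by thapsigargin at about 15 µM added after 2 h compound pretreatment; cell ATP read after overnight thapsigargin exposure of roughly 18 to 22 hours; normalized against plate controls of thapsigargin alone and 5% DMSO vehicle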
Dengue-2 NS5 capping: Dengue-2 NS5 methyltransferase inhibitors, primary screen, biochemical, confirmation dose response (AID 588689); Dengue-2 NS5 methyltransferase capping enzyme assay, biochemical; higher % means a stronger effect; one-dose inhibition, % at 25 µM; IC50 in µM for titrated hits; hit rate 0.3% among 340,000; in the data active means a potency from the dose series; inconclusive means inhibition above about 29% without an active follow-up result
Yfh1-off respiration: mitochondrial function rescue without frataxin homolog – Friedreich's ataxia, plus single-dose screen, dose response (AID 1465); S. cerevisiae Yfh1-off respiration, WST-1 reduction, 72 h; higher fold induction means a stronger effect; fold induction at 50 µM, or EC50 in µM where a hit was titrated; hit rate 0.074% among 220,000;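 active means fold induction of absorbance versus untreated yeast above a set limit, then at least 30% activation at any dose in follow-up; inconclusive means repeats straddling the limit, or above it without dose testing; inactive means fold induction below the set limit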;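 further: activators that raise dye reduction in frataxin-depleted yeast; strong numbers were not always called active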
K1F lysis inhibition: inhibition of K1F phage lysis, E. coli UTI89, bacterial capsule biogenesis inhibitors, alamar blue (AID 488966); E. coli UTI89 K1F phage lysis, alamar blue, 2 h; higher % means a stronger effect; inhibition, % at 100 µM, or IC50 in µM where a hit was titrated; hit rate 0.02% among 340,000;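 active means phage lysis inhibition, versus mean bacterial control, above a set limit; inconclusive means no clear call, values can overlap the other calls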;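 further: capsule biogenesis inhibitors block K1F phage lysis so surviving cells raise fluorescence; higher fluorescence means more inhibition of phage lysis; actives were called in the ten point dose series up to 300 µM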
WT yeast gro inh mutant strain: recorded beside WT yeast gro inh, whose call it bears; inhibition, %; mitochondrial fusion phenotypic screen, mutant strain inhibition
Active calls of the source: *; i = inactive; ? = inconclusive; . = no result given; [ ] = another dose, or the depositor's remark.

Start of the listing, in advance (6 entries):
Abbreviations: A = West Nile virus CPE; B = WT yeast gro inh; C = WT yeast gro inh mutant strain; D = Large T inhibition; E = XIAP displacement; F = RSV antiviral HEp-2; G = ER stress rescue; H = Dengue-2 NS5 capping; I = Yfh1-off respiration; J = K1F lysis inhibition
SMILES: Cc1cc(C)c(S(=O)(=O)N2CCCC(C(=O)NCc3cccnc3)C2)c(C)c1 (stereo not drawn)
  A: -1.0% | B: . | C: . | D: 11% | E: . | F: 5.7% | G: . | H: 3% | I: . | J: 1.7%[50 µM]

SMILES: CCOC(=O)c1c(C)[nH]c(C(=O)COC(=O)COc2ccccc2C=O)c1C
  A: 0.9% | B: 0 | C: 15 | D: 15% | E: -7.1% | F: 5.5% | G: -1.3% | H: -4% | I: i | J: -0.1%

SMILES: Cc1ccc2nc3c(nc2c1C)CCCC3
  A: 0.0% | B: . | C: . | D: -11% | E: . | F: 1.1% | G: . | H: -5% | I: . | J: 0.1%

SMILES: O=C(CSc1nnnn1C1CCCC1)Nc1ccc2c(c1)OCCO2
  A: 0.3% | B: -5 | C: 2 | D: 10% | E: -6.0% | F: 0.7% | G: 0.6% | H: -5% | I: i | J: 2.8%

SMILES: CC(=O)Nc1ccc(S(=O)(=O)NC2(C(F)(F)F)C(=O)Nc3c2c(=O)[nH]c(=O)n3C)cc1 (stereo not drawn)
  A: 0.2% | B: 9 | C: 2 | D: 20% | E: -5.6% | F: 0.9% | G: -2.6% | H: -3% | I: i | J: 0.5%

SMILES: COc1cc(C(C)=O)ccc1OCC(=O)Nc1ccccc1N1CCCC1
  A: -0.1% | B: . | C: . | D: 29% | E: . | F: 2.7% | G: . | H: -5% | I: . | J: 0.0%

Main list, previewed entries included:
Abbreviations: A = West Nile virus CPE; B = WT yeast gro inh; C = WT yeast gro inh mutant strain; D = Large T inhibition; E = XIAP displacement; F = RSV antiviral HEp-2; G = ER stress rescue; H = Dengue-2 NS5 capping; I = Yfh1-off respiration; J = K1F lysis inhibition
SMILES: Cc1cc(C)c(S(=O)(=O)N2CCCC(C(=O)NCc3cccnc3)C2)c(C)c1 (stereo not drawn)
  A: -1.0% | B: . | C: . | D: 11% | E: . | F: 5.7% | G: . | H: 3% | I: . | J: 1.7%[50 µM]

SMILES: CCOC(=O)c1c(C)[nH]c(C(=O)COC(=O)COc2ccccc2C=O)c1C
  A: 0.9% | B: 0 | C: 15 | D: 15% | E: -7.1% | F: 5.5% | G: -1.3% | H: -4% | I: i | J: -0.1%

SMILES: Cc1ccc2nc3c(nc2c1C)CCCC3
  A: 0.0% | B: . | C: . | D: -11% | E: . | F: 1.1% | G: . | H: -5% | I: . | J: 0.1%

SMILES: O=C(CSc1nnnn1C1CCCC1)Nc1ccc2c(c1)OCCO2
  A: 0.3% | B: -5 | C: 2 | D: 10% | E: -6.0% | F: 0.7% | G: 0.6% | H: -5% | I: i | J: 2.8%

SMILES: CC(=O)Nc1ccc(S(=O)(=O)NC2(C(F)(F)F)C(=O)Nc3c2c(=O)[nH]c(=O)n3C)cc1 (stereo not drawn)
  A: 0.2% | B: 9 | C: 2 | D: 20% | E: -5.6% | F: 0.9% | G: -2.6% | H: -3% | I: i | J: 0.5%

SMILES: COc1cc(C(C)=O)ccc1OCC(=O)Nc1ccccc1N1CCCC1
  A: -0.1% | B: . | C: . | D: 29% | E: . | F: 2.7% | G: . | H: -5% | I: . | J: 0.0%

SMILES: CCCCN1C(=O)c2ccc(C(=O)Nc3cccc(C)c3C)cc2C1=O
  A: -0.1% | B: 11 | C: 9 | D: 3% | E: -3.1% | F: 0.9% | G: 2.1% | H: -1% | I: i | J: 3.6%[50 µM]

SMILES: Cc1cc(NC(=O)CC(CN(C)S(=O)(=O)c2ccccc2)c2ccccc2)no1 (stereo not drawn)
  A: -0.6% | B: -7 | C: 0 | D: 0% | E: -3.2% | F: 3.9% | G: . | H: -8% | I: i | J: 2.0%

SMILES: CCOC(=O)C(NC(=O)CC)C(O)c1cccc([N+](=O)[O-])c1 (stereo not drawn)
  A: 0.0% | B: -11 | C: -33 | D: 5% | E: -15% | F: 1.1% | G: -1.3% | H: -5% | I: i | J: 3.2%

SMILES: O=C(Oc1ccc(=O)n(-c2ccccc2)n1)c1ccc(Cl)cc1
  A: 1.2% | B: -43 | C: -8 | D: 6% | E: -5.0% | F: 1.0% | G: -0.9% | H: -24% | I: i | J: 0.4%

(continued)
Abbreviations: A = West Nile virus CPE; B = WT yeast gro inh; C = WT yeast gro inh mutant strain; D = Large T inhibition; E = XIAP displacement; F = RSV antiviral HEp-2; G = ER stress rescue; H = Dengue-2 NS5 capping; I = Yfh1-off respiration; J = K1F lysis inhibition
SMILES: C=C(C)CNC(=S)Nc1sc2c(c1C(=O)OCC)CC(C)(C)OC2
  A: 0.0% | B: -14 | C: -16 | D: 22% | E: 0.8% | F: 5.7% | G: 0.5% | H: -4% | I: i | J: -1.1%

SMILES: C=CCOc1ccc(/C(O)=C2/C(=O)C(=O)N(CCCN3CCOCC3)C2c2ccccc2)cc1 (stereo not drawn)
  A: 0.2% | B: . | C: . | D: . | E: . | F: 0.2% | G: . | H: -2% | I: . | J: -1.0%

SMILES: CN(C(=O)Nc1cnc2ccccc2c1)c1ccccc1
  A: 2.2% | B: -5 | C: 1 | D: 8% | E: -6.7% | F: 2.9% | G: -1.7% | H: -11% | I: i | J: 0.8%[50 µM]

SMILES: C=CCN=c1scc(C)n1/N=C/c1ccc(O)c(O)c1
  A: 0.4% | B: -4 | C: -9 | D: ? | E: -7.2% | F: 5.5% | G: 1.3% | H: 2% | I: i | J: 2.6%

SMILES: O=C(CN1CCC(n2nnc3cc(C(F)(F)F)ccc32)CC1)Nc1ccc2c(c1)CCC2
  A: -0.6% | B: 3 | C: -5 | D: 2% | E: -8.1% | F: 6.3% | G: 0.9% | H: 5% | I: i | J: 0.7%

SMILES: CC1CCCCC1NC(=O)CCS(=O)(=O)c1ccc2c(c1)NC(=O)CS2 (stereo not drawn)
  A: 0.2% | B: . | C: . | D: 13% | E: . | F: . | G: . | H: -1% | I: . | J: 0.5%

SMILES: O=[N+]([O-])c1ccc(OCCn2cncn2)cc1
  A: 0.4% | B: . | C: . | D: 4% | E: . | F: 0.0% | G: . | H: 0% | I: . | J: 0.1%

SMILES: CC(C)Cc1nc2ccccc2n1CCc1ccccc1
  A: -1.6% | B: 24 | C: 17 | D: 4% | E: -6.1% | F: 3.5% | G: -1.4% | H: -13% | I: i | J: 0.5%

SMILES: CCOCCn1c(SCc2c(F)cccc2Cl)nc2c1c(=O)[nH]c(=O)n2C
  A: 0.2% | B: -2 | C: -11 | D: -2% | E: -3.4% | F: 0.5% | G: 0.6% | H: -5% | I: i | J: -0.4%

SMILES: Cn1c(=O)n(C)c2cc(/C=N/N=C3/NC(=O)C(CC(=O)O)S3)ccc21 (stereo not drawn)
  A: 0.2% | B: -2 | C: 1 | D: 11% | E: -9.7% | F: -0.3% | G: -1.2% | H: 10% | I: i | J: -0.3%

The listing continues:
Abbreviations: A = West Nile virus CPE; B = WT yeast gro inh; C = WT yeast gro inh mutant strain; D = Large T inhibition; E = XIAP displacement; F = RSV antiviral HEp-2; G = ER stress rescue; H = Dengue-2 NS5 capping; I = Yfh1-off respiration; J = K1F lysis inhibition
SMILES: C/C(=N\O)C1(C)N(O)C(C)(C)C(c2ccc(F)cc2)=[N+]1[O-] (stereo not drawn)
  A: 0.1% | B: -12 | C: 18 | D: 9% | E: -9.3% | F: 1.4% | G: -0.8% | H: 0% | I: i | J: 0.3%

SMILES: COc1ccc(C(=O)Nc2ccc3c(c2)nc(CN2CCN(C(C)=O)CC2)n3C)cc1
  A: -0.3% | B: -12 | C: 0 | D: -12% | E: -5.9% | F: 0.5% | G: -1.1% | H: 3% | I: i | J: 0.3%

SMILES: COc1ccccc1-c1nc(N)n[nH]1
  A: 0.1% | B: -7 | C: -7 | D: -5% | E: -10% | F: 1.4% | G: -1.0% | H: 0% | I: i | J: 0.3%

SMILES: O=C(CSc1ccc([N+](=O)[O-])cn1)Nc1ccc2[nH]c(=O)[nH]c2c1
  A: 0.9% | B: . | C: . | D: 4% | E: . | F: 0.5% | G: . | H: -8% | I: . | J: 0.2%

SMILES: COc1ccc(N(C(=O)CNC(=O)c2ccco2)C(C(=O)NCC2CCCO2)c2ccccc2)cc1OC (stereo not drawn)
  A: 0.1% | B: . | C: . | D: 7% | E: . | F: 1.5% | G: . | H: 1% | I: . | J: 0.2%

SMILES: C#CCOCCOCCOCCNc1nc(N2CCN(C(=O)CCCCCCCCCCNC(=O)[C@@H](CCC(=O)O)n3cc(CCCCCN)nn3)CC2)nc(N2CCN(C(=O)CCCCCCCCCCNC(=O)[C@H]([C@@H](C)CC)n3cc(CCCCCN)nn3)CC2)n1
  A: . | B: . | C: . | D: 13% | E: . | F: 4.5% | G: . | H: -1% | I: . | J: -3.3%

SMILES: CCOC(=O)C(=N/O)/C(C)=N/NC(=O)C(=O)Nc1ccc(Cl)cc1
  A: 0.1% | B: . | C: . | D: 8% | E: . | F: . | G: . | H: 9% | I: i | J: 0.7%

SMILES: COc1cc(CC(=O)OCC(=O)Nc2ccc3c(c2)OCCO3)cc(OC)c1OC
  A: 1.0% | B: -8 | C: -5 | D: 8% | E: 1.6% | F: 0.0% | G: -2.2% | H: 2% | I: i | J: 0.2%

Screening data as filed in PubChem.
